MEKK2mut PB1 HTS – signal of MEK5 binding to mutant human MEKK2 PB1 domain | bead flow cytometry, Alexa488-MEK5 binding to MEKK2 mutant | percent response, % at 10 µM | hit rate 0.35% among 290,000; in the data active = percent response above about 24%, passing the limit was not always enough; note: inactives centre near 1; some results filed as inactive read as strong as hits; reference of the scale not given here
GalR3 antagonist – blocks the human galanin receptor 3; AID 651719; inhibition, % at 3 µM; hit rate 0.44% among 360,000; O60755; HEK293 GalR3-CNG cAMP membrane potential fluorescence; galR3 body fused to GalR1 C-terminus;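 active = inhibition above the screen-wide average plus 3 SD, cut at about 13% in these data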;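 note: forskolin and galanin both at EC90 stimulate the cells; cAMP rise reported by CNG channel membrane potential dye signal; 0% = forskolin plus galanin with DMSO and 100% = forskolin alone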
PHOSPHO1 inh – blocks human PHOSPHO1 phosphatase activity | Q8TCT1 | recombinant PHOSPHO1, absorbance phosphatase assay | inhibition, % at 13.3 µM | hit rate 1.1% among 290,000 | AID 1565; in the data active = inhibition above about 60%
NALP1 yeast inh – inhibitors of NALP1 inflammasome in yeast; S. cerevisiae NALP1/ASC/caspase-1 growth, X-gal OD620, 72 h; inhibition, % at 10 µM; hit rate 0.61% among 280,000; AID 2071; in the data active = inhibition mostly above about 24%, no sharp cut-off; inactive = mostly below about 32%; note: some compounds called inactive have numbers as strong as hits
MEKK3 PB1 HTS – modulators (inhibitors or enhancers) of MEK5 binding to human MEKK3 PB1 domain; Q99759; bead-based flow cytometry, Alexa488-MEK5 binding to MEKK3; actives lie on both sides; 0 = blocked by unlabeled MEK5, 100 = vehicle; binding response (% of control), % at 10 µM; hit rate 1.4% among 290,000;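 active = binding response more than 3 SD above or below the average of its plate-row segment, actives on both sides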;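 note: Alexa488 bead fluorescence after subtracting the streptavidin-only scavenger bead signal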
Target sequence (Q99759 whole entry, looked up, the tested form may be a part): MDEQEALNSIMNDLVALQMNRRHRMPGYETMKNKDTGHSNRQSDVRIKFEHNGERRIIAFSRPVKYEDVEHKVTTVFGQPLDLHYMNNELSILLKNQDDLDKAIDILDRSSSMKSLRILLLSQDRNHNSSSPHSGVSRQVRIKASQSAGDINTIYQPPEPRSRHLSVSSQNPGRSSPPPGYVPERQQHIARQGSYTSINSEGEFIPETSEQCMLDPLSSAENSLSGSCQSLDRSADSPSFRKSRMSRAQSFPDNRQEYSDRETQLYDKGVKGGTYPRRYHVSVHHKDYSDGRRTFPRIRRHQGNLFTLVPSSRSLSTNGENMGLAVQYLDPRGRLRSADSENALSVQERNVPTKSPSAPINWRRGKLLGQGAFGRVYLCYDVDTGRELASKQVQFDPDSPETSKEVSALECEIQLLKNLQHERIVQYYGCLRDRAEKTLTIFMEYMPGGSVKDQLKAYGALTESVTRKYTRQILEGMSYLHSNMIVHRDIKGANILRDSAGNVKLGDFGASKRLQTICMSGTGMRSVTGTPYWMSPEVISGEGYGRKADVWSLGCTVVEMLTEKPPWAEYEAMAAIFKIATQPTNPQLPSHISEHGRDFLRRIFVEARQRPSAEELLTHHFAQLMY
GPR7 antag – human neuropeptides B/W receptor 1 antagonism; GPR7-expressing cells, fluorescence antagonist assay; hit rate 1.1% among 290,000; inhibition, % at 4.4 µM; P48145; AID 1861; in the data active = inhibition above about 16%, passing the limit was not always enough;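 note: cells stimulated with the agonist NPW; 0% = agonist with vehicle and 100% = vehicle without agonist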
Target sequence (P48145 whole entry, looked up): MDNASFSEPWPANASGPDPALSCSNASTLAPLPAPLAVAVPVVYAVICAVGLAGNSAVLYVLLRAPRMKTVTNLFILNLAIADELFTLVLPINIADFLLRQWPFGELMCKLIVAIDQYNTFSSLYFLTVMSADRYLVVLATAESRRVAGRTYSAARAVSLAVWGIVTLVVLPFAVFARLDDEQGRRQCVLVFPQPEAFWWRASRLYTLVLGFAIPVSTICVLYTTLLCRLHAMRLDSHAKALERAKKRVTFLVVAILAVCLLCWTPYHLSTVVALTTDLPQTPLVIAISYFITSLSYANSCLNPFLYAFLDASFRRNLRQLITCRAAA
V1R ag counter – V1a receptor agonism, counter-screen for OXTR agonists | P37288 | hit rate 0.25% among 320,000 | CHO-V1R cells, Fluo-8 calcium fluorescence, agonist mode; 0% DMSO, 100% 3 nM vasopressin | activation, % at 3 µM;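 active = activation above the mean activation of all tested compounds plus 3 SD, per screening run, cut at about 20% in these data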;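 note: signal is peak over basal fluorescence ratio across a 100 second FLIPR read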
OXTR agonist – agonists of human oxytocin receptor. activation, % at 3 µM. hit rate 0.32% among 320,000. AID 2435. CHO-OTR cells, Fluo-8 calcium fluorescence; normalized: DMSO 0%, oxytocin 100%;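 active = activation above the mean of all tested compounds plus 3 SD, cutoff set per screening run, cut at about 20% in these data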;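 note: peak over basal fluorescence ratio from a 100 s FLIPR kinetic read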
MEKK2wt PB1 HTS – raises or lowers MEK5 binding to wildtype human MEKK2 PB1 domain. Q9Y2U5. bead flow cytometry, Alexa488-MEK5 binding to MEKK2 WT; actives lie on both sides. binding response (% of control), % at 10 µM. hit rate 1.1% among 290,000. AID 1531; in the data active = binding response below about 67% or above about 130%
Starred values were filed as active, the others as inactive; nt = no result given; [ ] = another dose, or the depositor's remark.

SMILES	MEKK2mut PB1 HTS	GalR3 antagonist	PHOSPHO1 inh	NALP1 yeast inh	MEKK3 PB1 HTS	GPR7 antag	V1R ag counter	OXTR agonist	MEKK2wt PB1 HTS
O=C(CNC(=S)N(Cc1ccccc1)Cc1cccnc1)NCCN1CCOCC1	-12	-2	3	11	67	-5	-0.6	0.4	75
O=C(Cc1cccs1)Nc1nc(-c2ccc(F)cc2F)cs1	11	-3	2	60	101	9	1.4	-1.5	101
O=C(Nc1nc(-c2ccc(S(=O)(=O)N3CCCC3)cc2)cs1)c1ccco1	7	-3	0	nt	109	-3	1.8	1.1	113
Cc1ccn(CCNC(=O)C2CCC(=O)N(CCc3ccc(Cl)cc3)C2)n1 (configuration not stated)	11	-4	18	7	110	-8	1.0	0.5	113
Cc1cccc(N2CCN(S(=O)(=O)c3ccc4c(c3)C(C)(C)C(=O)N4C)CC2C)c1 (configuration not stated)	-6	-4	26	8	98	-2	-0.9	-2.5	102
COC(CNC(=O)c1ccc(-n2c(=S)[nH]c3ccccc3c2=O)cc1)OC	-12	5	1	7	94	6	0.9	-0.2	79
c1ccc(-c2ccc(OCCN3CCOCC3)cc2)cc1	16	-11	36	22	103	-2	3.4	2.2	122
CN1C(=O)NC(c2ccc(O)cc2)C(C(=O)c2cccs2)C1(O)C(F)(F)F (configuration not stated)	1	-8	42	-6	99	-7	0.4	2.6	96
CCc1cc(=O)oc2cc(OCC(=O)N3CCC(C(=O)O)CC3)ccc12	7	5	34	13	104	-11	1.0	1.6	106
CC(NC(=O)CNC(=O)[C@@H]1Cc2ccccc2CN1)c1ccccc1 (some centres not stated)	1	-7	16	-2	100	-9	0.6	-0.1	102
O=C(Nc1cccc(F)c1)Nc1c[nH]c(=O)[nH]c1=O	4	-10	42	-4	102	-10	0.9	1.4	102
OCCOCCn1c(CCNc2nc(-c3ccc(Cl)cc3)cs2)nc2cc(Cl)c(Cl)cc21	1	-4	nt	nt	97	nt	1.0	1.6	97
COc1ccc(C(=O)c2c[nH]c3ccccc23)cc1	4	0	-41	22	104	5	2.1	-0.1	105
COc1cc(OC)cc(C(=O)N2CCCc3ccccc32)c1	0	-3	11	-10	102	-13	-1.8	-2.2	99
Cc1ccc(C(=O)COC(=O)CN2C(=O)C3C4CCC(C4)C3C2=O)cc1[N+](=O)[O-] (configuration not stated)	4	3	1	16	97	3	4.2	8.6	103
N#C/C(=C1/CCCCCN1)c1nnc2n1CCCCC2	-21	1	-75	7	72	-2	1.3	-1.0	73
COc1cc2c(cc1OC)CN(CC(=O)Nc1ccc3c(c1)OCO3)CC2	10	4	32	5	101	-4	-0.6	-0.6	106
N#Cc1ccc(NC(=O)COC(=O)CCc2ccc(S(=O)(=O)N3CCCCC3)cc2)cc1	21	-4	0	28	97	0	11	11	120
O=C(CCNS(=O)(=O)c1cccc2nsnc12)N1CC(=O)N(CCc2ccccc2)C(=O)C1	-1	-7	14	-2	101	-12	1.7	0.2	100
O=C(O)CSc1nnc(Nc2ccccc2)n1-c1ccccc1	-6	-5	-3	4	100	6	0.5	-0.6	97
COc1ccc(Cl)cc1NC(=O)CCS(=O)(=O)c1ccc(C)cc1	-1	-10	39	17	102	-10	-0.8	-0.5	105
COc1ccc(CNC(=O)CN2CCC(n3nnc4cc(F)ccc43)CC2)cc1	-1	-7	-9	0	102	-4	-0.3	-0.5	99
COC(=O)CN(C(=S)Nc1ccc(Cl)cc1)C1CC(=O)N(c2ccc(OC)cc2)C1=O (configuration not stated)	0	-8	2	4	102	-2	4.7	12	101
COc1ccc(CC(=O)N2CCC(c3ccccc3)C2)cc1 (configuration not stated)	1	1	12	0	101	-7	0.6	0.4	100
CN(C)C(=O)N1CCC(C(=O)NCc2cccs2)CC1	-6	-6	46	28	95	-8	0.8	-0.3	98
CN(C(=O)COC(=O)c1ccc2c(c1)OCCO2)c1ccccc1	2	7	15	14	102	-7	0.5	0.4	104
Cc1ccc(-c2cc3nc(C)cc(C)n3n2)cc1	-7	-5	15	6	89	13	-0.5	-1.9	89
CC(=O)Nc1cccc(C(=O)OCc2ccccc2)c1	-4	-3	0	40	92	20	1.6	3.4	92
CC(C)Oc1ccc(Cl)cc1Nc1nc(NCCO)nc(N2CCCC2)n1	3	-4	nt	nt	109	nt	1.1	0.7	114
O=c1ccc(=O)n(-c2ccccc2)[nH]1	1	0	33	10	99	-10	-0.2	0.3	103
CCCC(c1nnnn1CS(=O)(=O)c1ccc(C)cc1)N1CCN(C2CCCC2)CC1 (configuration not stated)	5	-11	-12	-4	100	-3	3.3	0.8	101
Cn1c(-c2ccccc2)c(/C=N/NC(=O)c2cccnc2)c2ccccc21	1	-1	-3	-6	99	0	-1.4	-3.1	95
Cc1cccc(/N=C/C2=C(O)CC(C)(C)CC2=O)n1	7	-3	-16	-10	105	-5	-0.2	0.2	104
CSc1ncc(Cl)c(C(=O)Nc2cccc(C)c2)n1	0	2	-1	14	101	-12	-0.2	-1.2	101
Cc1ccccc1CC1(CO)CCCN(Cc2ccn[nH]2)C1 (configuration not stated)	-13	-6	12	0	92	10	2.5	-0.7	87
NC(=O)c1ccsc1NC(=O)C1CCCN1S(=O)(=O)c1ccc(Cl)cc1 (configuration not stated)	-6	-2	23	18	96	-16	0.6	0.5	93
COc1ccc(/C=C(/C(=O)NCc2ccccc2)c2ccccc2)cc1	-1	-4	8	26	124	-12	0.8	-0.3	97
Cc1ccc2cccc(Oc3ccc([N+](=O)[O-])cc3[N+](=O)[O-])c2n1	-1	4	-2	-4	103	3	1.3	-2.0	104
CCOC(=O)C(CC)Sc1nc2c(c(=O)[nH]c(=O)n2C)n1CCc1ccccc1 (configuration not stated)	-4	-2	15	21	92	-7	-0.3	-1.7	96
CCCS(=O)(=O)NCCc1cc2c(OC)ccc(OC)c2[nH]c1=O	nt	10	9	-10	nt	-15	0.3	-0.7	nt
O=C(CSc1nc2ccccc2n1-c1ccccc1)Nc1ncc(Cl)cc1Cl	29	2	-21	21	108	-13	4.3	0.3	114
CC(=O)c1cccc(NC2c3ncccc3C(=O)N2Cc2ccco2)c1 (configuration not stated)	7	-8	22	-11	104	-9	-0.6	-0.8	107
Cc1ccc(C2=N/C(=C/c3cccs3)C(=O)N2Nc2ccccc2)cc1	-15	1	8	24	81	-22	0.1	-0.8	52*[inhibitor]
O=C(NCC(c1cccnc1)N1CCN(c2ccccc2F)CC1)c1cccc(Cl)c1 (configuration not stated)	0	-2	16	2	94	1	2.8	0.6	97
Nn1c(Cc2cccc3ccccc23)nnc1SCc1ccccc1	1	0	-23	22	100	2	1.3	-2.5	104

Ordered by value in MEKK2mut PB1 HTS (highest first): 4 of the compounds above
canonical_smiles	MEKK2mut PB1 HTS	GalR3 antagonist	PHOSPHO1 inh	NALP1 yeast inh	MEKK3 PB1 HTS	GPR7 antag	MEKK2wt PB1 HTS
CSc1ncc(Cl)c(C(=O)Nc2cccc(C)c2)n1	0	2	-1	14	101	-12	101
COc1ccc(/C=C(/C(=O)NCc2ccccc2)c2ccccc2)cc1	-1	-4	8	26	124	-12	97
CCOC(=O)C(CC)Sc1nc2c(c(=O)[nH]c(=O)n2C)n1CCc1ccccc1 (configuration not stated)	-4	-2	15	21	92	-7	96
NC(=O)c1ccsc1NC(=O)C1CCCN1S(=O)(=O)c1ccc(Cl)cc1 (configuration not stated)	-6	-2	23	18	96	-16	93

The list goes on.
SMILES	MEKK2mut PB1 HTS	GalR3 antagonist	PHOSPHO1 inh	NALP1 yeast inh	MEKK3 PB1 HTS	GPR7 antag	V1R ag counter	OXTR agonist	MEKK2wt PB1 HTS
Cc1cc(C)c(S(=O)(=O)c2cccc(Cl)c2)c(Cl)n1	-3	-5	32	-2	92	6	0.5	-2.6	94
Cc1cccc(C(=O)NCCCNC(=O)c2ccc(C)nc2)c1	3	-10	2	0	99	-9	0.6	0.5	99
CCOC(=O)c1c(NC2=NS(=O)(=O)c3ccccc32)sc2c1CCC(C)C2 (configuration not stated)	1	-3	-2	21	104	-16	-0.4	-1.2	102
CCOC(=O)C(C(=O)NCCCN1CCOCC1)C1CCCCC1 (configuration not stated)	4	-2	-32	-60	97	-6	2.1	1.2	107
COc1ccc(S(=O)(=O)Cc2ccc(C(=O)N3CC(C)CC(C)C3)o2)cc1 (configuration not stated)	3	0	39	15	102	-12	1.1	0.1	105
CCNC(=S)N/N=C/c1ccc(OCCOc2ccccc2C)cc1	3	-7	-21	21	99	-2	0.6	-1.2	97
COCCN(C(=O)COC(=O)C1=COCCO1)c1c(N)n(Cc2ccccc2)c(=O)[nH]c1=O	7	-1	5	4	104	-3	0.1	-0.5	106
O=C(NCCCN1CCOCC1)C(=O)NCc1ccc(Cl)cc1	8	-3	32	13	105	-11	1.7	0.0	109
C#CC[N+](C)(C)CCCCCCCCCCCC	1	4	12	41	124	-7	10	1.4	116
O=S(=O)(NCCSc1ccccc1)c1cccs1	-2	-3	7	-3	104	1	-1.1	-1.5	100
Cc1ccc(C(=O)c2cc([N+](=O)[O-])ccc2N2CCCCC2)cc1	0	-2	-9	13	112	13	-1.0	-1.9	97
CN(NC1OC(=O)c2ccccc21)c1c([N+](=O)[O-])cc(C(F)(F)F)cc1[N+](=O)[O-] (configuration not stated)	-8	-2	6	0	81	-11	0.0	-0.7	86
Cc1ccc(-n2nnnc2CNC(=O)c2ccc(Br)o2)cc1C	1	-7	29	4	102	-2	1.3	-0.8	100
COc1ccc(CCNC(=O)CCn2c(=O)oc3ccccc32)cc1	8	nt	6	nt	106	2	-0.4	0.3	109
O=C(CN1C(=O)C2CC=C(Cl)CC2C1=O)NCc1ccccc1 (configuration not stated)	8	1	-14	14	104	-5	0.8	0.3	105

Overlap with the part before: two compounds, then new ones.
SMILES	MEKK2mut PB1 HTS	GalR3 antagonist	PHOSPHO1 inh	NALP1 yeast inh	MEKK3 PB1 HTS	GPR7 antag	V1R ag counter	OXTR agonist	MEKK2wt PB1 HTS
COc1ccc(CCNC(=O)CCn2c(=O)oc3ccccc32)cc1	8	nt	6	nt	106	2	-0.4	0.3	109
O=C(CN1C(=O)C2CC=C(Cl)CC2C1=O)NCc1ccccc1 (configuration not stated)	8	1	-14	14	104	-5	0.8	0.3	105
Clc1ccc(OCCN2CCCCC2)c(Cl)c1	2	-6	2	20	100	5	2.4	2.7	106
COc1ccc(C(=O)Nc2ccccc2C(=O)NC(Cc2ccc(O)cc2)C(=O)NNC(=O)c2ccc(C)cc2)cc1 (configuration not stated)	9	4	-4	-26	99	-14	0.3	-1.9	95
CC(C)C1Cc2c(sc(NC(=S)NC(=O)c3ccccc3)c2C#N)CO1 (configuration not stated)	0	1	7	17	114	-7	0.7	0.0	100
CCCS(=O)(=O)N1CCN(C(=O)c2ccc(-c3ccccc3)cc2)CC1	-22	-3	2	10	66	9	2.7	1.1	71
CN(C)Cc1ccc(F)cc1Sc1cc(Cl)ccc1Cl	1	3	-7	14	103	-24	-0.1	-1.9	105
CCCc1ccc(OCC(O)CN2CCc3ccccc3C2)cc1 (configuration not stated)	5	-12	nt	15	106	-12	2.4	-1.4	112
C[C@@H]1NC(=O)/C(=C\c2ccccc2Cl)NC1=O	-2	-1	42	nt	95	6	1.0	1.6	92
COc1ccccc1/C=C/C=N/n1c(C2CCCCC2)n[nH]c1=S	0	-6	10	36	125	-13	0.7	-0.8	104
CN(C)S(=O)(=O)c1ccc(Cl)c(C(=O)NC2CCCCCCC2)c1	6	-4	23	6	96	5	3.6	0.8	99
COc1cc(Cl)c(C)cc1NC(=O)CC1CCCC1	2	-10	40	13	105	15	-0.8	-2.1	103
Cc1cccc(N2CCN(C(=S)NC3CCCCC3)CC2)c1C	-2	1	-15	nt	100	-3	6.6	-0.1	97
Cc1[nH]c(=O)c(C#N)c2c1COC(C)(C)C2	-5	nt	23	1	100	-2	0.8	1.4	100
O=C(CP(=O)(c1ccccc1)c1ccccc1)Nn1cnnc1	10	1	27	-9	106	1	0.7	1.1	106

Screening data from PubChem.
